# Screens: PubChem, Sanford-Burnham Center for Chemical Genomics
# MPTP inh: inhibitors of mitochondrial permeability transition pore | actives 1.4% (n = 360,000) | isolated mouse mitochondria, Ca2+ swelling absorbance, 30 min | inhibition, % at 10 µM;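 active = inhibition of 50% or more, scaled per plate between neutral and stimulator controls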;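 note: 0% = DMSO wells given calcium and 100% = 1 mM EGTA wells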
# CXCR6 block: CXCR6 (human) receptor inhibition; O00574; CHO-K1 PathHunter CXCR6 beta-arrestin, luminescence; inhibition, % at 20 µM; actives 0.36% (n = 360,000); AID 602244; in the data active = inhibition above about 34%, passing the limit was not always enough;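 note: antagonist mode with CXCL16 agonist at 10 nM final; 0% = 10 nM CXCL16 with DMSO and 100% = unstimulated wells without agonist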
# A3A deaminase: human APOBEC3A DNA deaminase inhibition | actives 0.41% (n = 330,000) | inhibition, % at 20 µM | recombinant A3A, FAM/TAMRA ssDNA deamination fluorescence | AID 493011;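 active = at least 40% inhibition at 20 µM here, with at most 30% in a related deaminase screen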;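 note: plate controls were A3A with DMSO for no effect and wells lacking A3A enzyme for full effect; some results filed as inactive read as strong as hits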
# Target sequence (P31941 whole entry, looked up): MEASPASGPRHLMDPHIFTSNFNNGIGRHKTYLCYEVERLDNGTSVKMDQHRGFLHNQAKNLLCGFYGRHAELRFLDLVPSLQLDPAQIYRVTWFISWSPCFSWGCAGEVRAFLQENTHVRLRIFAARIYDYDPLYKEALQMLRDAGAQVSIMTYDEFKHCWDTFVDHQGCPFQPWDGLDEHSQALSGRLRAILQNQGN
# NR3A LBD binder: modulators (binders) of human NR3A ligand-binding domain; Tm shift relative to glycine control, % at 25 µM; NR3A LBD differential scanning fluorimetry, Tm shift; 0% = protein alone, 100% = glycine-bound protein; actives 2.5% (n = 340,000);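 active = melting temperature shift of at least 10% of the positive control shift, at one fixed dose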
# A3G deaminase: blocks human APOBEC3G single-stranded DNA deamination | inhibition, % at 20 µM | recombinant A3G, ssDNA deamination FAM/TAMRA fluorescence | actives 0.28% (n = 330,000) | Q9HC16;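 active = inhibition of at least 40% at 20 µM, with no more than 30% in the related APOBEC3A deaminase screen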;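 note: plate controls were DMSO wells with A3G for no effect and wells lacking A3G enzyme for full effect; some compounds called inactive have numbers as strong as hits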
# Gli-Sufu antag: antagonists of Gli-Sufu signaling; Sufu-KO-LIGHT fibroblasts, Gli luciferase reporter luminescence; inhibition, % at 5 µM; actives 0.74% (n = 340,000); AID 588413;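 active = inhibition above about 55%, limit read from the data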;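 note: 0% = DMSO-treated cells and 100% = wells with medium but no cells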
# CCR6 antag: antagonists of human CCR6 receptor | CHO-K1 CCR6 PathHunter beta-arrestin, luminescence, CCL20-stimulated | inhibition, % at 20 µM | actives 0.49% (n = 340,000) | P51684;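 active = compounds whose inhibition of the agonist-driven luminescence signal at 20 µM reaches about 50%, limit read from the data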;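 note: cells stimulated with CCL20 at 14 nM final; plate controls were DMSO with CCL20 for no effect and DMSO without agonist for full effect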
# Target sequence (P51684 whole entry, looked up): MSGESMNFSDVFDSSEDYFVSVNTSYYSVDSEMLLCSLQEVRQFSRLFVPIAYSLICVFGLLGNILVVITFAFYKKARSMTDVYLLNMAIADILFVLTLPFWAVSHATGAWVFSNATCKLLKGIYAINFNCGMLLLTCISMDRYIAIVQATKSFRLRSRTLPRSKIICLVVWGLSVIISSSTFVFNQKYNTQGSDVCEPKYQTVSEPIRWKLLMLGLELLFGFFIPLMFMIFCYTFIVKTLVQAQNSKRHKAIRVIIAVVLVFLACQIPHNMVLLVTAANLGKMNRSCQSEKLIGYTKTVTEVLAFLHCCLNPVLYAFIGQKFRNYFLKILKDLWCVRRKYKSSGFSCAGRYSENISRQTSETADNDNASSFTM
# EBI2 block: antagonists of human EBI2 receptor. EBI2 beta-arrestin recruitment, luminescence, 7a,25-OHC stimulated. inhibition, % at 5 µM. actives 0.81% (n = 360,000). AID 651636; in the data active = inhibition above about 38%;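 note: enzyme fragment complementation signal reports receptor beta-arrestin coupling in cells; 0% = agonist plus DMSO wells and 100% = wells without agonist; some results beyond the cut were filed as inactive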
# Target sequence (P32249 whole entry, looked up, the tested form may be a part): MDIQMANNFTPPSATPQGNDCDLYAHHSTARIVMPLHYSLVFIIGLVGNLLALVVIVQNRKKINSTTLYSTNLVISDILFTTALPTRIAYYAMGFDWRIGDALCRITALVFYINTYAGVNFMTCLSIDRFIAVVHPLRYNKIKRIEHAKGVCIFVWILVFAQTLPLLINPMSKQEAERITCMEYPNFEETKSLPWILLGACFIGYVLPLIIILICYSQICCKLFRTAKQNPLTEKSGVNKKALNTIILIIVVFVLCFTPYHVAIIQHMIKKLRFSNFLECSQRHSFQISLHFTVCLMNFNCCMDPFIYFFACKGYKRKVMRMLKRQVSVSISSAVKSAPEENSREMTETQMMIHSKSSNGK
# * hit, by the source's call; nt = no result given; & = joins results of further samples.
# The line under a structure holds: MPTP inh | CXCR6 block | A3A deaminase | NR3A LBD binder | A3G deaminase | Gli-Sufu antag | CCR6 antag | EBI2 block
COc1cc(N2C(=O)CSC2=S)cc(OC)c1OC
  -0.1 | 16 | 1 | 0 | -2 | 7 | 16 | -1
COc1cc(C(CCN2CCOCC2)c2c(OC)cc(OC)c3c(C)cc(=O)oc23)cc(OC)c1OC (centres undefined)
  0.4 | 5 | 2 | -4 | -3 | 6 | -12 | 3
COc1cccc(-c2nn(-c3ccccc3)cc2/C=C(/NC(=O)c2ccccc2)C(=O)O)c1
  2.1 | -2 | -2 | 0 | -4 | 9 | 6 | 6
CCc1nc(N)c(C#N)c(-c2ccc(O)c(OC)c2)c1C
  2.5 | -2 | 2 | 0 | 1 | 7 | 4 | 1
O=C(O)Cc1ccc(NS(=O)(=O)c2ccccc2Cl)cc1
  -1.1 | 2 | -2 | 1 | -6 | 7 | 11 | 7
Cc1ccc(C(=O)NCC(=O)OCC(=O)c2c(N)n(C)c(=O)n(C)c2=O)s1
  -3.3 | 10 | 3 | -2 | 1 | 14 | -11 | -4
O=C(O)CCCNC(=O)C(c1ccccc1)c1ccccc1
  0.4&-7.4 | -5&4 | 0&-1 | 0&-1 | -6&-4 | 3&-1 | -6&14 | 12&0
CNC(=O)c1ccsc1NC(=O)CN1C(=O)CCC1=O
  0.1 | 2 | -4 | 0 | -8 | 6 | -8 | -3
O=C(NCc1cccnc1)c1ccc(NS(=O)(=O)c2ccccc2)cc1
  -1.6 | 4 | 20 | 0 | -9 | -3 | -1 | -1
CCc1cc(CNC(=O)CC2C(=O)NCCN2Cc2c(F)cccc2Cl)on1 (centres undefined)
  -0.1 | 3 | -1 | -1 | -6 | 1 | 5 | -1
CCC(C)NC(=O)C1=C(C)C(=O)OC12CCC(C)CC2 (centres undefined)
  0.6 | 4 | -4 | -15 | 1 | 15 | -4 | 1
O=C1c2ccccc2NC2(CCCCC2)N1c1ccc(O)cc1
  2.8 | 0 | 1 | 2 | -1 | -12 | 23 | -12
O=[N+]([O-])c1ccc(-c2ccc(/C=N/n3cnnc3)o2)c(Br)c1
  0.4 | -26 | 0 | 1 | -5 | -15 | -14 | -6
O=C(NCCCO)C(=O)NCC(c1ccc2c(c1)OCO2)N1CCN(c2ccc(F)cc2)CC1 (centres undefined)
  0.5 | 7 | -5 | 3 | -5 | 7 | 15 | 9
CSc1ccc(/C=N/N2CCN(Cc3ccccc3)CC2)cc1
  1.0 | -4 | -2 | 1 | -11 | -2 | 15 | 10
CCN(C(=O)CN1CCC(C)CC1)c1c(N)n(Cc2ccccc2)c(=O)[nH]c1=O
  -1.9 | -1 | 2 | 1 | -2 | 11 | 12 | -3
Cc1ccc(Nc2cc(C)nc(N3CCOCC3)n2)c(C)c1
  0.9 | 6 | 2 | 0 | 1 | 5 | 1 | 3
COc1ccc(C2=C(O)C(C)N(c3ccccc3)C2=N)cc1OC (centres undefined)
  -0.8 | -6 | 1 | 2 | 2 | 4 | -7 | -9
C=CCNC(=S)N/N=C/c1ccc(-c2ccc(Cl)cc2Cl)o1
  9.5 | 5 | 0 | 5 | 3 | 13 | 4 | 8
CC(=O)N(C)c1ccc(NC(=O)Cc2cccc3ccccc23)cc1
  2.0 | 13 | 2 | 0 | -4 | -7 | 9 | 6
Fc1ccc(NC(=S)Nc2cccnc2)cc1Cl
  101* | -8 | -3 | -1 | -8 | -5 | 6 | -6
Cc1cccc(/C=C2\Sc3ccc(C(=O)N4CCCCC4)cc3N(C)C2=O)c1
  -0.7 | 7 | -5 | 0 | -9 | 8 | 10 | 16
Cc1c(N2C(=O)c3cccc4cccc(c34)C2=O)c(=O)n(-c2ccccc2)n1C
  -0.7 | -6 | -1 | -1 | -2 | -13 | -16 | -7
C/C(N)=C(/C#N)C(=O)COC(=O)CC1CCCC1
  0.3 | 3 | 2 | 1 | 0 | -31 | 2 | -6
CCOC(=O)[C@H]1[C@H]2COc3ccc(C)cc3[C@@H]2N2C(=O)CN(Cc3ccc(C)cc3)C(=O)[C@@]12C
  -1.2 | 7 | -1 | -2 | -3 | -3 | -4 | 8
CCC(C)(C)n1nnnc1C(CC(C)C)N1CCC(C(N)=O)CC1 (centres undefined)
  1.7 | 1 | -2 | 0 | -1 | -13 | 19 | -7
CCc1nc(N2CCOCC2)c(C#N)c2c1CCCC2
  -1.1 | -3 | 6 | 0 | 2 | 1 | 7 | 11
CCCCn1c(N)c(N(CCC(C)C)C(=O)c2ccc([N+](=O)[O-])o2)c(=O)[nH]c1=O
  -0.3 | -17 | 9 | -2 | -5 | -8 | -8 | 2
O=c1c2c3c(sc2nc2sc(CN4CCOCC4)cn12)CCCC3
  1.0 | -15 | nt | -1 | nt | 4 | 25 | 0
O=C(c1ccc(Br)cc1)C1CCc2occc2C1=O (centres undefined)
  -0.3 | 1 | 3 | -1 | 3 | -15 | -7 | 6

# Three of the entries above in order of their number in CXCR6 block, highest first:
Molecule | MPTP inh | CXCR6 block | A3A deaminase | NR3A LBD binder | A3G deaminase | CCR6 antag | EBI2 block
CCc1nc(N2CCOCC2)c(C#N)c2c1CCCC2 | -1.1 | -3 | 6 | 0 | 2 | 7 | 11
Fc1ccc(NC(=S)Nc2cccnc2)cc1Cl | 101* | -8 | -3 | -1 | -8 | 6 | -6
O=c1c2c3c(sc2nc2sc(CN4CCOCC4)cn12)CCCC3 | 1.0 | -15 | nt | -1 | nt | 25 | 0

# Arranged by formula weight (lowest first): 14 of the compounds above.
# The line under a structure holds: MPTP inh | CXCR6 block | A3A deaminase | NR3A LBD binder | A3G deaminase | Gli-Sufu antag | CCR6 antag | EBI2 block
Fc1ccc(NC(=S)Nc2cccnc2)cc1Cl
  101* | -8 | -3 | -1 | -8 | -5 | 6 | -6
O=C(O)CCCNC(=O)C(c1ccccc1)c1ccccc1
  0.4&-7.4 | -5&4 | 0&-1 | 0&-1 | -6&-4 | 3&-1 | -6&14 | 12&0
Cc1ccc(Nc2cc(C)nc(N3CCOCC3)n2)c(C)c1
  0.9 | 6 | 2 | 0 | 1 | 5 | 1 | 3
COc1cc(N2C(=O)CSC2=S)cc(OC)c1OC
  -0.1 | 16 | 1 | 0 | -2 | 7 | 16 | -1
O=C1c2ccccc2NC2(CCCCC2)N1c1ccc(O)cc1
  2.8 | 0 | 1 | 2 | -1 | -12 | 23 | -12
O=C(c1ccc(Br)cc1)C1CCc2occc2C1=O (centres undefined)
  -0.3 | 1 | 3 | -1 | 3 | -15 | -7 | 6
O=C(O)Cc1ccc(NS(=O)(=O)c2ccccc2Cl)cc1
  -1.1 | 2 | -2 | 1 | -6 | 7 | 11 | 7
CCC(C)(C)n1nnnc1C(CC(C)C)N1CCC(C(N)=O)CC1 (centres undefined)
  1.7 | 1 | -2 | 0 | -1 | -13 | 19 | -7
C=CCNC(=S)N/N=C/c1ccc(-c2ccc(Cl)cc2Cl)o1
  9.5 | 5 | 0 | 5 | 3 | 13 | 4 | 8
O=[N+]([O-])c1ccc(-c2ccc(/C=N/n3cnnc3)o2)c(Br)c1
  0.4 | -26 | 0 | 1 | -5 | -15 | -14 | -6
CCN(C(=O)CN1CCC(C)CC1)c1c(N)n(Cc2ccccc2)c(=O)[nH]c1=O
  -1.9 | -1 | 2 | 1 | -2 | 11 | 12 | -3
CCc1cc(CNC(=O)CC2C(=O)NCCN2Cc2c(F)cccc2Cl)on1 (centres undefined)
  -0.1 | 3 | -1 | -1 | -6 | 1 | 5 | -1
COc1cccc(-c2nn(-c3ccccc3)cc2/C=C(/NC(=O)c2ccccc2)C(=O)O)c1
  2.1 | -2 | -2 | 0 | -4 | 9 | 6 | 6
O=C(NCCCO)C(=O)NCC(c1ccc2c(c1)OCO2)N1CCN(c2ccc(F)cc2)CC1 (centres undefined)
  0.5 | 7 | -5 | 3 | -5 | 7 | 15 | 9

# (cont.)
# The line under a structure holds: MPTP inh | CXCR6 block | A3A deaminase | NR3A LBD binder | A3G deaminase | Gli-Sufu antag | CCR6 antag | EBI2 block
Cc1ccc(NC(=O)C2CC(=O)N(Cc3ccco3)C2)cc1 (centres undefined)
  1.5 | 3 | -1 | 3 | -2 | -6 | 6 | 13
CCN(CC)S(=O)(=O)c1cccc(-c2nnc(SCC(N)=O)n2CCc2ccccc2)c1
  -1.1 | 1 | -3 | 1 | -5 | -5 | 14 | -10
CC(=O)N1CCN2C(=O)C1CCCC(=O)c1cc(C)ccc12 (centres undefined)
  -0.7 | -3 | -4 | 0 | -5 | 23 | 18 | -7
CCc1nnc(NC(=O)CSc2ncnc3c2oc2ccccc23)s1
  -0.7 | -2 | -1 | 1 | -13 | 11 | 1 | -3
CC(=O)NCCC(=O)Nc1cc(S(=O)(=O)N2CCCCC2)ccc1N1CCN(C)CC1
  -0.9 | 0 | -3 | 0 | -9 | 0 | 4 | -1
CC1(C)Cc2c(sc(NC(=O)COc3ccc(Cl)cc3Cl)c2C(N)=O)C(C)(C)N1
  0.5 | -6 | -5 | -2 | -6 | 18 | 10 | 7
Nc1c(N(CCC2=CCCCC2)C(=O)Cc2ccc(F)cc2)c(=O)[nH]c(=O)n1Cc1ccccc1
  -3.5 | 0 | -2 | 3 | -10 | -4 | 4 | 7
O=C(Nc1ccc(N2CCCCC2)cc1)c1cc(S(=O)(=O)N2CCOCC2)ccc1F
  2.8 | 1 | -2 | 1 | -8 | 1 | -6 | 1
COc1ccc(-c2cc(C(F)(F)F)nc(SCC(=O)Nc3cc(C)on3)n2)cc1OC
  1.7 | 5 | -2 | 0 | -5 | 1 | 9 | 4
COc1cc2c(cc1OC)CN(Cc1cc(=O)oc3cc(C)c(Cl)cc13)CC2
  2.0 | 4 | -3 | -4 | -5 | 8 | 6 | 0
Cc1ccc(NC(=O)c2cc(-c3cccs3)on2)cc1
  0.1 | -1 | -2 | -9 | 0 | 18 | 5 | 1
Cc1cc(NC(=O)CCC(=O)N(CC(=O)NC2CCCC2)c2ccc(F)c(Cl)c2)no1
  0.5 | 8 | -6 | -2 | 0 | -2 | 0 | -1
C[C@@H]1CCC[C@]2(O[C@H](CCO)C[C@@H](O)[C@@H]2O)O1
  -0.4 | -2 | -2 | -1 | -13 | 0 | 0 | -10
COc1ccc(CC(=O)Nc2cc(S(C)(=O)=O)ccc2Cl)cc1S(=O)(=O)N1CCOCC1
  -0.2 | 2 | nt | 2 | nt | -4 | 1 | -4
Cc1ccc(-n2c(SCC(=O)Nc3ccc4c5c(cccc35)CC4)nc(O)c(C)c2=O)cc1
  -0.5 | 1 | 2 | 1 | -2 | -4 | 13 | 2
C=CCn1cccc(C(=O)Nc2ccc(OC)cc2)c1=O
  -0.8 | 5 | 3 | 0 | 0 | 11 | 4 | -7
Cc1cccc(C(=O)N2CCC(c3nc4ccccc4s3)CC2)c1
  1.0 | 7 | 4 | -1 | 5 | -8 | 8 | 2
CCN1CCN(C(=O)CN(c2cccc(Br)c2)S(=O)(=O)c2ccccc2)CC1
  3.0 | -8 | 1 | -7 | 4 | -9 | -2 | -6
N/C(=N\c1nc2ccccc2o1)NC(=O)C(Cc1ccccc1)N1C(=O)c2ccccc2C1=O (centres undefined)
  -0.3 | -1 | 3 | -2 | -3 | 11 | -2 | 3
CC(=O)N(c1ccc(Br)cc1)C1C=CS(=O)(=O)C1 (centres undefined)
  -2.4 | 2 | 0 | -5 | -3 | 3 | -5 | 2
COc1ccccc1CCC(=O)N(C)C1CCCN(Cc2ccccc2F)C1 (centres undefined)
  -0.6 | 1 | 4 | -1 | -2 | 14 | 14 | 8
C=C[C@@](C)(O)CC[C@@H]1[C@@]2(C)CCCC(C)(C)[C@@H]2CC[C@@]1(C)O
  0.1 | -5 | 2 | 1 | 2 | -4 | 2 | -1
O=C(NN=C1CCCC1)C1COc2ccccc2O1 (centres undefined)
  -0.9 | -7 | 5 | -1 | 4 | -5 | 6 | 0
